Screens from PubChem BioAssay.
GAA spleen mod: lysosomal alpha-glucosidase (human) modulation; P10253; human spleen homogenate, 4-MU-alpha-glucoside fluorescence; Potency, µM (top dose mostly 79.9 µM), inactives show at the top dose activity change, negative = inhibition, actives largely listed as inhibitors; 240,000 compounds, 0.006% hits;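 further: 0% = enzyme with vehicle and -100% = no enzyme basal signal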
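Compounds were titrated against alpha-glucosidase in spleen homogenate at pH 5.0, with 1 mM 4-methylumbelliferyl substrate for 40 min at 37 C. Reactions were quenched with pH 10 NaOH/glycine and fluorescence measured.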
GAA glycogen mod: inhibitors or activators of human alpha-glucosidase glycogen cleavage; P10253; recombinant GAA, glycogen substrate, Amplex Red glucose oxidase fluorescence; Potency, µM (doses to about 76.4 µM), inactives show top-dose activity change, negative = inhibition, most hits filed as inhibitors; 300,000 compounds, 0.38% hits; AID 2100;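 further: 0% = full enzyme reaction and -100% = no-enzyme basal signal; the screen sought inhibitors and activators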
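Recombinant enzyme (4 nM final) with compounds titrated up to 77 uM and bovine liver glycogen (30 ug) in citrate pH 5.0, 0.01% Tween-20, 37 C 40 min. Released glucose detected by Amplex Red/glucose oxidase (Ex 573/Em 610); AC50 from Hill fits.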
IMPase Li inh: membrane-permeable IMPase blocker, potentiated with lithium | CHO-M1 cells, IP1 TR-FRET (IP-One), carbachol + lithium | 210,000 compounds, 0.35% hits | Potency, µM (titrated, usually from 59.4 µM), for the others: at the highest dose activity, negative = IMPase inhibition, usual class: inhibitors | AID 1457;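 further: IP1 builds up when IMPase is blocked and the TR-FRET signal falls; plate controls were basal vehicle for no effect and high inhibitor control for full effect; nearly all actives have a fitted effect of over 50% in size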
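CHO cells stably expressing M1 receptor (2000/well) were cultured 16–30 h, then exposed to compounds with a small lithium addition for 30 min at 37C. IP1 was measured by TR-FRET competition; AC50 from Hill fits.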
HTT cytoprotect: Huntington cell model cytoprotection by ATP luminescence | PC12 HTT-Q103 induced, cytoprotection, ATP luminescence, 40 h | 230,000 compounds, 0.14% hits | Potency, µM (series often up to 56.4 µM), for inactives: cytoprotection (ATP increase), most hits filed as activators;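 further: % of control where 0% means no effect; nearly all actives have a fitted effect of over 45% in size; toxic huntingtin expression switched on by the ecdysone agonist tebufenozide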
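Compounds were screened for protection of PC12 cells against cell death after tebufenozide induction (100 nM final) of mutant Huntingtin exon 1 (Q103) fused to GFP.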
HttQ103 aggreg: reduces HttQ103-GFP aggregates in PC12 cells. PC12 HttQ103-GFP aggregates, Acumen cytometry, 40 h. Potency, µM (doses to about 46.1 µM), without a hit: top-dose activity change, negative = inhibition, actives largely listed as inhibitors. 220,000 compounds, 1.1% hits; further: on the % scale 0 is the no-effect control and ±100 the full control effect; nearly all actives have a fitted effect of over 60% in size
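Quantitative HTS on tebufenozide-induced (100 nM) PC12 cells stably expressing polyQ103 Huntingtin exon 1–GFP. Reduction of bright GFP aggregates, detected by laser scanning cytometry after lysis, identified actives across the titration.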
GoLoco inh red: RGS12 GoLoco-Gai1 interaction inhibition; P63096; Gai1:RGS12 GoLoco peptide FP, rhodamine, 10 min; Potency, µM (series often up to 61.6 µM), without a hit: at the top dose activity, negative = inhibition, actives largely listed as inhibitors; 230,000 compounds, 0.44% hits; active means well fitted inhibition curve with a large enough effect, not every such curve was filed as active; inactive means no such curve, though single readings can be large or run the other way; further: on the % scale 0 is the no-effect control and ±100 the full control effect; nearly all actives have a fitted effect of over 30% in size; many of its hits are not listed in these tables
Target sequence (P63096 whole entry, looked up): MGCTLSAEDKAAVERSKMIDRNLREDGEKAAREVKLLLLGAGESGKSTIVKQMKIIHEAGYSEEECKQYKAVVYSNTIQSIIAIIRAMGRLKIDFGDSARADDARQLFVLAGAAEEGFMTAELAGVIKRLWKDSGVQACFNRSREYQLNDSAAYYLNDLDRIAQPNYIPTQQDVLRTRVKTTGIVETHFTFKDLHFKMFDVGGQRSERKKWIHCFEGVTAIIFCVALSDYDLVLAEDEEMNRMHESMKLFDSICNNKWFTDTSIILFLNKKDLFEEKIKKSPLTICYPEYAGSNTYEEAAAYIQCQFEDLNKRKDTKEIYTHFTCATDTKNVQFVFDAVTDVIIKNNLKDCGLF
GAA inhib: alpha-glucosidase (human) inhibition. 200,000 compounds, 0.005% hits. AID 1466. Potency, µM (top dose mostly 76.9 µM), for the others: at the highest dose activity change, negative = inhibition, usual class: inhibitors. purified human GAA, 4-MU-alpha-glucoside fluorescence. P10253;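 further: plate controls were uninhibited enzyme wells for no effect and no-enzyme background for full effect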
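Fluorescence at Ex 365/Em 440 nm from 4-methylumbelliferone reported enzyme activity after 20 min at room temperature. Reactions used 4 nM enzyme and 400 uM substrate at pH 5.0; curves fitted with the Hill equation.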
Active calls of the source: *; ? = inconclusive; nt = not tested or not shown; & = joins results of further samples; [ ] = remark or other dose. Unless noted, the call rests on the fitted dose curve; in most records, active means well fitted curve in the direction sought with a large enough effect; inconclusive means small, poorly fitted or top-dose-only effect, or another doubt; inactive means no such curve, though single readings can be large; an effect the other way counts as inactive or inconclusive. Potency means the concentration at half of the fitted maximal effect.

SMILES	GAA spleen mod	GAA glycogen mod	IMPase Li inh	HTT cytoprotect	HttQ103 aggreg	GoLoco inh red	GAA inhib
O=c1cc(CO)oc(C(Nc2cccc([N+](=O)[O-])c2)c2ccccn2)c1O (stereo not drawn)	0%	-24%	7%	nt	-2%	-13%	0%
CCn1c(NC(=O)c2cccc(Cn3cc(Cl)cn3)c2)nc2ccccc21	-5%	-4%	20%	20%[10 µM]	-29%	4%	0%
O=c1ccc2cc(S(=O)(=O)N3CCN(c4ccccc4)CC3)ccc2o1	-17%	2%	12%[38.3 µM]	3%[10 µM]	1%	1%	-5%
CCCCOC(=O)C1=C(C)NC(=O)NC1c1ccc([N+](=O)[O-])s1 (stereo not drawn)	-2%	-2%	-1%	-1%[10 µM]	-9%	8%	0%
C=CC[N+]1(CC(=O)NCc2ccc(NC(C)=O)cc2)CCOCC1	-9%	4%	nt	0%[10 µM]	-16%[9.22 µM]	4%	nt
CC(=O)Nc1nc2ccccc2n1CCOc1ccccc1Cl	-18%	3%	23%[38.3 µM]	-4%[10 µM]	-7%	12%	-10%
COc1ccc(-c2nn(-c3ccccc3)cc2C(=O)Nc2nc(CC(C)=O)ns2)cc1	-5%	2%	-6%[38.3 µM]	-3%[10 µM]	?	10%	-3%
O=S(=O)(c1ccccc1)N1CCC2(CCN(Cc3nccs3)CC2)CC1	-7%	nt	18%	9%	nt	10%	nt
O=C1Nc2ccc(I)cc2/C1=C/c1cc(Br)c(O)c(Br)c1	-2%&-8%&-6%&-3%	nt	19%&7%&21%	-15%	nt	98%&53%&65%[activator]	nt
O=C(N/N=C/C(Br)=C/c1ccccc1)c1cc(-c2ccco2)[nH]n1	2%	-3%	1%	-6%[10 µM]	8%[9.22 µM]	33%[activator]	?
CN(C)C(=O)c1ccc(-c2cc(NCc3cccnc3)ncn2)cc1	5%	nt	10%	-16%	nt	6%	nt
Cc1nc2c(n1C1CCCCC1)C(=O)c1ccccc1C2=O	-2%	-17%	18%[38.3 µM]	-48%[inhibitor]	0%	2%	-3%
Cc1ccc(OCCN2CCN(C)CC2)c([N+](=O)[O-])c1	-2%	1%	-3%	nt	8%	-5%	-11%
O=C(CC1SC(=Nc2cccc3ccccc23)N(Cc2ccccn2)C1=O)Nc1ccccc1Br (stereo not drawn)	-7%	-3%	0%	nt	15%	8%	3%
COc1ccc(C2(O)CCN(CCCCOc3ccccc3)CC2)cc1	-2%	-4%	9%[38.3 µM]	-19%[10 µM]	-2%	-5%	0%
O=C(c1ccco1)N1CCN(C(=O)C2CCCN(S(=O)(=O)c3cccc4nsnc34)C2)CC1 (stereo not drawn)	-6%	0%	23%[38.3 µM]	4%	1%[1.84 µM]	3%	-4%
O=C(c1cccc(Cl)c1)N1CCCC(c2ccc(Cl)cc2)=N1	-1%	-12%	10%[38.3 µM]	-21%	-11%	-10%	1%
O=C(CCC(=O)N(c1ccccc1)C(C(=O)NC1CCCC1)c1ccncc1)Nc1cccnc1 (stereo not drawn)	1%	-11%	21%[38.3 µM]	-8%	4%	1%	-2%
COC(=O)c1sc(NC(=O)COc2ccccc2)nc1C	3%	0%	8%[38.3 µM]	-31%	15%[9.22 µM]	11%	-5%
Nc1nc(Cl)nc2c1ncn2[C@@H]1O[C@H](CO)[C@@H](O)[C@H]1O	-1%&-1%&1%	6%	0%&-11%&-7%	-161%[inhibitor]	16%	13%&-3%&3%	5%[15.4 µM]
CCOC(=O)Cc1csc(NC(=O)C(C)(C)C)n1	-6%	2%	12%[38.3 µM]	-3%	-11%	0%	4%
COCCn1nnnc1C(c1ccc(C(F)(F)F)cc1)N1CCOCC1 (stereo not drawn)	-7%	0%	-8%[38.3 µM]	24%	-8%	4%	2%
O=C(Nc1cc([N+](=O)[O-])ccc1N1CCCC1)c1ccccc1	-10%	24%	14%	15%[10 µM]	-6%	8%	-4%
Cc1cc(C)c2c(N)c(C(=O)c3cccc(Cl)c3)sc2n1	-1%	11%	16%	6%[10 µM]	-20%	6%	-9%
O=C(Nc1nccs1)C1CCCN(S(=O)(=O)c2cccnc2)C1 (stereo not drawn)	-3%	6%	-1%[38.3 µM]	-9%	-8%	0%	-9%
CCOC(=O)C1CCCN(C2CC(=O)N(c3ccc(C)c(C)c3)C2=O)C1 (stereo not drawn)	-7%	-3%	9%[38.3 µM]	-14%	-4%	-9%	-14%
CC(C)(C)C(=O)NC1CCN(S(C)(=O)=O)CC1	-4%	-3%	-3%	0%[10 µM]	5%	3%	1%
CC(C)CN(C(=O)CN1CCCCCC1)c1c(N)n(CC(C)C)c(=O)[nH]c1=O	3%	8%	2%	-42%	0%	124%[activator]	-1%
CCOC(=O)C1CCCN(C(=O)c2cc(-c3ccc(F)cc3)nc3ccccc23)C1 (stereo not drawn)	7%	-3%	15%	-10%[10 µM]	14%	3%	-2%
CN1CCN(C2=C(Cl)C(=O)N(c3ccc(Cl)cc3)C2=O)CC1	4%	-4%	2%[38.3 µM]	-1%[10 µM]	5%	3%	-4%

Record cards, from the list above. Values in the order: GAA spleen mod	GAA glycogen mod	IMPase Li inh	HTT cytoprotect	HttQ103 aggreg	GoLoco inh red	GAA inhib
CCOC(=O)Cc1csc(NC(=O)C(C)(C)C)n1 as listed: -6%	2%	12%[38.3 µM]	-3%	-11%	0%	4%
COCCn1nnnc1C(c1ccc(C(F)(F)F)cc1)N1CCOCC1 (stereo not drawn) as listed: -7%	0%	-8%[38.3 µM]	24%	-8%	4%	2%

Next records
SMILES	GAA spleen mod	GAA glycogen mod	IMPase Li inh	HTT cytoprotect	HttQ103 aggreg	GoLoco inh red	GAA inhib
O=S(=O)(c1ccc2c(c1)OCCO2)N1CCN(c2nc3ccccc3s2)CC1	-3%	3%	-3%[38.3 µM]	9%[10 µM]	25%	-21%	-5%
Cc1ccc(C2=NN=C(NC(=O)CSc3nc(C)cc(C)n3)SC2)cc1	-8%	-2%	8%	28%[10 µM]	-27%	-10%	?
COc1cccc(OC)c1OCCN1CCN(C(=O)c2ccco2)CC1	2%	4%	-1%[38.3 µM]	-8%	6%[9.22 µM]	3%	2%
Cc1ccc(C(=O)N/C(=C\c2ccccc2)C(=O)NCCCn2ccnc2)cc1	-8%	13%	0%	-2%[10 µM]	-14%[9.22 µM]	0%	-1%
NC(=O)c1cc([N+](=O)[O-])ccc1NCCN1C(=O)c2ccccc2C1=O	-10%	-12%	7%	-27%	-11%	-8%	4%
CCOC(=O)C1CCCN(c2c(NCCN3CCCCC3CC)c(=O)c2=O)C1 (stereo not drawn)	-5%	-1%	-1%[38.3 µM]	9%	-11%	9%	-3%
CC[n+]1c(/C=C(/C)SC)sc2ccccc21	4%	-14%	nt	-6%[10 µM]	-16%	nt	-5%
O=C(Cc1cccs1)Nc1nnc(SCC(=O)N2CCCCC2)s1	-5%	1%	1%[38.3 µM]	21%[10 µM]	4%	-3%	2%
CCN1CCN(Cc2c(O)ccc3c2O/C(=C\C=C\c2ccccc2OC)C3=O)CC1	-10%	7%	14%	9%[10 µM]	-2%	50%[activator]	-7%
COc1ccc(-c2cc(C(F)(F)F)n3nc(C(=O)N4CCOCC4)nc3n2)cc1	-6%	2%	23%[38.3 µM]	8%[1.9 µM]	0%	7%	-22%
COCCCn1cc(C(=O)c2cc(OC)ccc2OCC(=O)N2CCCCC2C)cc(C#N)c1=O (stereo not drawn)	10%	-2%	8%	-1%[10 µM]	14%	-1%	1%
COC(=O)CCC(=O)OC1(C)C(=O)C2=CN(Cc3ccc4c(c3)OCO4)C(c3ccc(OC)cc3)=CC2=C(Br)C1=O (stereo not drawn)	-2%[17.4 µM]	nt	-2%	-3%[10 µM]	nt	6%[14.2 µM]	nt
COc1cccc(C(=O)N2CCN(Cc3nc(CC4CC4)no3)CC2)c1	-3%	-2%	nt	14%[10 µM]	-14%[9.22 µM]	-1%	nt
COc1cccc(/C=N/NC(=O)c2cc3c(OC)c(OC)ccc3[nH]2)c1OC	-1%	4%	0%	2%[0.074 µM]	-27%	4%	-5%
CC(CC(C)C(=O)N1CCOCCN(C(=O)C(C)CC(C)C(=O)O)CCOCC1)C(=O)O (stereo not drawn)	0%	4%	-22%[38.3 µM]	4%	0%	4%	-9%
COc1cccc(C(=O)NCC2CCCO2)c1 (stereo not drawn)	-9%	-3%	1%	5%	-7%	-8%	-5%
COc1ccccc1-c1noc(-c2ccccc2)n1	-2%	4%	19%[38.3 µM]	-21%[10 µM]	0%	5%	-1%
Cc1ccccc1CNC(=O)CN(c1cccc([N+](=O)[O-])c1)S(C)(=O)=O	7%	-9%	11%	-6%[1.9 µM]	28%[9.22 µM]	-14%	8%
CCCCOc1ccc(CN2CCC(O)CC2)cc1	-7%	-4%	39%[activator][38.3 µM]	9%	2%	-13%	2%
CC(C)C(NC(=O)c1cccc(S(=O)(=O)N2CCOCC2)c1)C(=O)NCCc1ccccn1 (stereo not drawn)	-9%	8%	18%[38.3 µM]	8%[10 µM]	-14%	-14%	0%

Molecules above that have a tert-butyl group, in the order listed:
SMILES	GAA spleen mod	GAA glycogen mod	IMPase Li inh	HTT cytoprotect	HttQ103 aggreg	GoLoco inh red	GAA inhib
CCOC(=O)Cc1csc(NC(=O)C(C)(C)C)n1	-6%	2%	12%[38.3 µM]	-3%	-11%	0%	4%
CC(C)(C)C(=O)NC1CCN(S(C)(=O)=O)CC1	-4%	-3%	-3%	0%[10 µM]	5%	3%	1%

Going on with the list:
SMILES	GAA spleen mod	GAA glycogen mod	IMPase Li inh	HTT cytoprotect	HttQ103 aggreg	GoLoco inh red	GAA inhib
CCc1cccc(C)c1N(C(=O)Cn1c(COC)nc2ccccc21)C(C)COC (stereo not drawn)	2%	10%	3%[38.3 µM]	3%	5%	11%	-8%
O=C(Nc1ccccn1)C1(c2ccccc2)CCCC1	7%	-6%	37%[activator][38.3 µM]	6%[10 µM]	?	-10%	-4%
O=S(=O)(c1cnc(Cl)c(Cl)c1)N1CCc2ccccc21	7%	0%	nt	-15%[10 µM]	5%[9.22 µM]	0%	nt
C/C(=N\NC1=NCCN1)c1ccccc1	-2%	5%	nt	-10%[10 µM]	-15%[9.22 µM]	6%	2%
Cc1cccc(OCCNC(=O)CSc2ccc(C(F)(F)F)cc2[N+](=O)[O-])c1	1%	-2%	2%	28%[10 µM]	22%	-5%	0%
O=C(O)C1OC(O)C(O)C(O)C1O (stereo not drawn)	-8%	nt	10%	-1%[1.9 µM]	nt	3%	nt
O=S(=O)(NC(=S)NC1CCCCC1)c1ccc(Cl)cc1	-13%	?	11%	-24%	10%	7%	?
N#CC1=C(SCc2ccccc2Cl)NC(=O)C(C(N)=O)C1 (stereo not drawn)	6%	-4%	-12%[38.3 µM]	1%[10 µM]	-7%	10%	-7%

A portion of the library. The share of hits here may be higher or lower than overall.
